M1AAP inhibition: P. falciparum M1AAP inhibitors, biochemical, fluorogenic H-Leu-NHMec substrate, 1536-well (AID 1445) | recombinant M1AAP, H-Leu-NHMec fluorogenic kinetic assay; higher % means a stronger effect | inhibition, % at 30 µM; hits with a dose series show IC50 in µM | 220,000 compounds, 0.42% hits;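 active = primary inhibition above the hit cutoff, then over 50% inhibition at one or more dose response concentrations, cut at about 23% in these data, passing the limit was not always enough; inconclusive = conflicting primary data, or primary hits not chosen for dose response; inactive = low primary inhibition, or under 50% at every dose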;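 also: plate controls were DMSO full reaction for no effect and no enzyme background for full effect; strong numbers were not always called active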
M17LAP inhibition: P. falciparum M17LAP inhibitors, primary screen, biochemical, fluorogenic H-Leu-NHMec substrate, 1536-well (AID 1619) | Leucine aminopeptidase (Plasmodium falciparum (isolate 3D7)) | recombinant M17LAP, H-Leu-NHMec fluorogenic kinetic assay; higher % means a stronger effect | one-dose inhibition, % at 30 µM; IC50 in µM for titrated hits | 220,000 compounds, 0.38% hits;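 active = compound inhibiting the enzyme by more than half at any dose during confirmatory dose-response retesting; inconclusive = strong single-dose inhibitors picked by rank but not retested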;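 also: plate controls were full reaction with DMSO carrier for no effect and no enzyme background for full effect; strong numbers were not always called active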
TNAP activation fold: human TNAP enzyme activators, primary screen, biochemical, luminescent, no phosphate acceptor, uHTS (AID 1001) | activation fold at 20 µM, or EC50 in µM where a hit was titrated | purified TNAP, luminescent activation assay, no phosphate acceptor; higher activation fold means a stronger effect | Alkaline phosphatase, tissue-nonspecific isozyme (Homo sapiens) | 200,000 compounds, 0.03% hits; in the data active = activation fold from about 3, or a potency from the dose series; inactive = the rest, 99 in 100 with activation fold below about 1.6; also: many of its hits are not listed in these tables
human PMI inhibitors: human PMI inhibitors, high substrate, primary screen, biochemical, fluorescence intensity, high mannose 6-phosphate (AID 1220); Mannose-6-phosphate isomerase (Homo sapiens); one-dose inhibition, % at 20 µM; IC50 in µM for titrated hits; 190,000 compounds, 0.66% hits; recombinant PMI enzyme, coupled fluorescence intensity; higher % means a stronger effect
human PMI inhibition: inhibitors of human PMI, primary screen, biochemical, fluorescence intensity, coupled assay (AID 1209); Mannose-6-phosphate isomerase (Homo sapiens); purified PMI enzyme, coupled fluorescence intensity; higher % means a stronger effect; inhibition, % at 20 µM; hits with a dose series show IC50 in µM; 190,000 compounds, 0.42% hits;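 also: plate controls were DMSO vehicle for no effect and wells lacking substrate for full effect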
Myeloid diff MLP: induction of myeloid progenitor differentiation, primary screen, cell-based, flow cytometry, MLPCN library. AID 624256, 2012. ER-HoxA9 myeloid progenitors, lysozyme-GFP differentiation. 360,000 compounds, 1% hits. calls only at 10 µM;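 active = normalized GFP-positive differentiation at or above the plate's own cutoff, the solvent-only control mean plus 3 SD; inconclusive = no clear call, values can overlap the other calls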;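 also: cells exposed to compound for four days before flow analysis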
ER stress rescue: rescue of cells from ER stress-induced death, primary screen, 384-well, CSM14.1, thapsigargin, ATP luminescence (AID 1222) | CSM14.1 thapsigargin-induced death rescue, ATP luminescence; higher % means a stronger effect | 190,000 tested, under 10 active | cellular ATP content (survival), % at 20 µM; hits with a dose series show EC50 in µM;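 active = EC50 below 50 µM in the dose-response confirmation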;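 also: death triggered by thapsigargin at about 15 µM added after 2 h compound pretreatment; cell ATP read after overnight thapsigargin exposure of roughly 18 to 22 hours; normalized against plate controls of thapsigargin alone and 5% DMSO vehicle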
LYP inhibition: inhibitors of LYP phosphatase, biochemical, fluorescence intensity, uHTS (AID 1779). recombinant LYP phosphatase, fluorescence intensity; higher % means a stronger effect. one-dose inhibition, % at 11.5 µM; IC50 in µM for titrated hits. 290,000 compounds, 0.054% hits;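 also: plate controls were vehicle with enzyme for no effect and no enzyme for full effect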
XIAP displacement: XIAP antagonists, biochemical, IAP family, fluorescence polarization (AID 1018). E3 ubiquitin-protein ligase XIAP (Homo sapiens). XIAP BIR domain, fluorescence polarization peptide displacement; higher % means a stronger effect. one-dose displacement, % at 20 µM; IC50 in µM for titrated hits. 200,000 compounds, 0.007% hits; in the data active = displacement above about 50%; also: a part of the inactive calls stands beside numbers as strong as those of hits
Myeloid diff MLP GFP+ MAC1+ %: further read-out of Myeloid diff MLP, marked with its call; GFP+ MAC1+ double positive, %; measured here: differentiation confirmed by MAC1 staining
* hit, by the source's call; i = inactive; ? = inconclusive; . = not tested or not shown; + = active, no number; & = joins results of further samples. Rule as the data show it, unless noted: active = inhibition above about 50%; inactive = the rest. Outcome played no part in choosing rows. About 2.7% of those tested had a hit in this group.

SMILES	M1AAP inhibition	M17LAP inhibition	TNAP activation fold	human PMI inhibitors	human PMI inhibition	Myeloid diff MLP	Myeloid diff MLP GFP+ MAC1+ %	ER stress rescue	LYP inhibition	XIAP displacement
COc1ccc2oc(C(F)(F)C(F)F)cc(=O)c2c1	15.0%	-17.1%	1.1	5.6%	2.9%	i	0.9	-0.4%	-8.7%	-5.1%
O=C(O)CCC(=O)Nc1ccc(Br)cc1C(=O)c1ccccc1	-2.2%	6.3%	.	.	.	i	0.3	.	-3.4%	.
O=C(COC(=O)/C=C/c1ccc([N+](=O)[O-])cc1)NCc1ccco1	2.8%	-0.4%	.	.	.	i	0.8	.	-2.4%	.
COC(=O)c1ccc(N=NNc2cccc(Br)c2)cc1	5.2%	4.1%	1.2	4.7%	15.0%	i	0.8	-1.2%	2.8%	-7.9%
CC(C)c1nc(N2CCN(C(=O)c3ccccc3)CC2)c(C#N)c2c1COC(C)(C)C2	6.8%	12.2%	1.1	14.0%	14.6%	i	0.9	-2.1%	-3.4%	-9.7%
O=C(CN1C(=O)NC(Cc2ccccc2)C1=O)NC(=O)NC1CCCCC1 (stereo not drawn)	7.8%	-4.5%	1.1	7.6%	-0.2%	i	0.3	0.0%	-5.1%	-2.1%
O=C1CSC(c2ccccc2F)N1 (stereo not drawn)	-10.9%	-3.5%	.	.	.	i	0.5	.	-8.3%	.
COc1cccc(-n2c(SCC(=O)OC(C)C)nnc2-c2cccnc2)c1	-3.7%	1.3%	1.1	3.7%	2.8%	i	6.1	.	1.3%	-4.0%
O=C(N/N=C/c1ccc(-c2ccc(Cl)c(C(=O)O)c2)o1)c1cc2c(ccc3ccccc32)o1	9.45µM*	20.3%	.	.	.	i	0.3	.	-4.9%	.
Cc1nn(C)c(C)c1NS(=O)(=O)c1ccccc1	1.4%	-6.3%	1	-6.4%	-5.3%	i	0.8	2.5%	-7.0%	-2.2%
COc1ccccc1NC(=S)NC(C)=O	4.6%	2.8%	1	-8.0%	-2.6%	i	0.3	-1.0%	-7.2%	-4.0%
O=C(COC(=O)C1CC(=O)N(Cc2ccccc2)C1)Nc1ccccc1F (stereo not drawn)	-2.8%	-1.5%	1.1	-15.7%	-21.1%	i	0.7	.	-9.9%	-2.0%
COc1nc(OC)nc(N2CCC(C(=O)NC3CC3)CC2)n1	-0.5%	-7.1%	1.1	-1.4%	-5.3%	i	0.6	-0.7%	-5.9%	-0.5%
CCOCCn1c(CCCO)nc2ccccc21	1.9%	2.4%	1	-2.7%	-4.9%	i	2.1	2.1%	-10.7%	-3.2%
CC(=O)NS(=O)(=O)c1ccc(N)cc1	3.2%	-4.0%	1.1	3.5%	12.2%	i	1.1&2.9	-0.9%	-3.9%	-7.0%
CCn1c(-c2csc3c2CCCC3)n[nH]c1=S	1.1%	9.7%	0.9	9.2%	14.3%	i	0.4	12.1%	-2.8%	0.0%
Cc1ccc(-n2c(Cc3cccn3C)nnc2SCC(=O)Nc2ccc3c(c2)OCO3)cc1	5.7%	11.2%	1.1	-0.3%	8.2%	i	1.8	-1.3%	4.7%	1.6%
CC(C)[N+]1(C)[C@@H]2CC[C@H]1CC(OC(=O)C(CO)c1ccccc1)C2 (stereo partly drawn)	-1.1%	6.0%	1.1	-9.7%	-6.6%	i	1.6&2.1&3.0	-0.7%	-6.7%	-7.1%
O=C(Nc1ccc(-c2nc3ccccc3o2)cc1)C1CCCO1 (stereo not drawn)	8.1%	-14.5%	1.1	3.8%	5.5%	i	7.7	-4.6%	-5.0%	3.9%
CC(C)C(=O)NC(=S)NCC(=O)c1ccccc1	-1.0%	-4.7%	1.1	-18.4%	-2.6%	i	0.8	8.5%	-8.3%	-6.6%
CC1(c2ccc([N+](=O)[O-])c(CS(=O)(=O)c3ccccc3)c2)OCCO1	4.0%	10.7%	1.1	-1.3%	-8.9%	i	0.3	-0.3%	1.2%	-5.7%
Cc1cc(N/C=C(\C#N)S(=O)(=O)c2ccc(Cl)cc2)nc(C)n1	4.9%	8.4%	.	.	.	i	1.0	.	4.5%	.
COc1ccc(CC(=O)Nc2nc(C)cs2)cc1OC	-4.3%	-7.5%	0.9	-1.6%	-6.6%	i	0.8	1.8%	6.3%	-5.5%
CSc1cccc(NC(=O)c2cnccn2)c1	7.3%	-1.6%	1.1	0.1%	4.7%	i	0.5	-2.7%	-3.6%	-0.8%
Cn1cc(/C=C/C(=O)N2CCCC(C(=O)c3cccc4ccccc34)C2)cn1 (stereo not drawn)	-3.1%	-3.0%	.	.	.	i	0.5	.	-3.9%	.
O=C(N/N=C/c1cccnc1)c1cc2c(ccc3ccccc32)o1	4.4%	-0.9%	1	5.0%	17.3%	i	0.6	-0.7%	2.6%	-3.7%
Cc1ccc(NC(=O)CCn2nnc3ccccc32)c(C)c1	6.0%	-2.2%	1.1	-0.6%	5.2%	i	0.6	0.4%	-13.8%	-11.3%
Cc1ccc(NC(=O)CNCC2CCCCC2)cc1S(=O)(=O)N(C)C	1.7%	-4.2%	.	.	.	i	0.2	.	-12.5%	.
CCCCCOCC1CC(C/C(C)=N/NC(N)=O)(C(=O)OCC)C(=O)O1 (stereo not drawn)	0.8%	-0.3%	.	.	.	i	0.3	.	3.3%	.
O=C(Nc1c(O)c2ccccc2[nH]c1=O)c1ccco1	8.7%	17.6%	.	.	.	i	0.7	.	0.6%	.
C[n+]1cccc2ccc3c(c21)OC(N)=C(C#N)C3c1ccccc1 (stereo not drawn)	9.6%	6.1%	.	.	.	i	0.6	.	-6.6%	.
c1ccc(C(CN2CCOCC2)c2ccccc2)cc1	1.3%	1.3%	1.2	-4.6%	-0.1%	i	5.8	-1.8%	-0.9%	-0.9%
Cc1ccnc(-n2c(C)cc(/C=N/NC(=O)COc3cccc4cccnc34)c2C)c1	2.0%	8.9%	.	.	.	i	0.7	.	-4.3%	.
CC(=O)CSc1cc(C)nc2c(-c3ccccc3)c(C)nn12	-1.7%	-4.1%	.	.	.	i	0.1	.	-3.2%	.
Cc1ccc(S(=O)(=O)C(C#N)c2nc3ccccc3nc2N2CCCC2)cc1 (stereo not drawn)	?	6.9%	1	-29.4%	9.7%	+	5.8*	2.0%	-3.0%	-4.6%
O=C(NCCOc1ccccc1)C(c1ccccc1)c1ccccc1	-0.1%	-13.9%	1	1.5%	-6.0%	i	1.3	2.5%	0.7%	-4.5%
CCc1ccc(NC(=S)NC(=O)CC(C)C)cc1	-0.2%	-2.1%	1	13.8%	13.2%	i	0.2	-4.3%	-0.9%	-6.1%
COc1ccc(N2CCN(Cc3nc4ccccc4c(=O)[nH]3)CC2)cc1	5.8%	8.2%	1	10.9%	10.2%	i	3.9	2.1%	0.4%	-2.8%
CC(=O)Nc1nc(C)cs1	-2.0%	1.7%	1.2	-8.7%	-11.9%	i	0.5	-0.4%	-6.4%	-1.9%
Cc1ccccc1-n1nc(C)c2cc(C(=O)N3CCOCC3)sc21	-1.5%	-5.7%	1.1	-4.2%	-3.4%	i	5.1	2.7%	-8.3%	-1.2%
Cc1ccc(NC(=S)Nc2nc(CC(=O)Nc3ccccc3)cs2)cc1	11.5%	13.1%	1.1	6.7%	0.4%	i	1.3	-0.2%	8.3%	-0.9%
CC(C)c1cc(C(=O)O)c2cnn(C(C)C)c2n1	2.2%	-2.9%	.	.	.	i	0.2	.	-5.8%	.
COc1ccc(C(=O)/C=C/C(=O)N(CC(=O)NCCC(C)C)Cc2cccs2)c(O)c1	1.5%	20.3%	1.1	14.7%	18.0%	i	0.3	0.4%	0.1%	-10.4%
O=C(/C=C/c1ccccc1)N/C(=C/c1ccccc1)C(=O)N1CCOCC1	0.1%	22.9%	1	10.6%	11.7%	i	0.4	-1.7%	1.0%	-7.5%
Cc1ccc(C)c(N2CCN(C(=O)C3CCCN(S(=O)(=O)c4cnc[nH]4)C3)CC2)c1 (stereo not drawn)	0.7%	-2.7%	1	0.2%	-4.0%	i	2.0	-0.6%	3.6%	-0.9%
Cc1nnc(SCCC(=O)Nc2nc(-c3ccccc3)ns2)s1	9.6%	-5.5%	1	5.2%	11.3%	i	0.8	-1.3%	-3.6%	-5.8%
CC(=O)Nc1ccc(NC(=O)c2ccc([N+](=O)[O-])cc2Cl)cc1	1.5%	-5.6%	1.1	-10.3%	-15.2%	i	0.3	-1.2%	-1.7%	-3.9%
Cc1c(Cl)cccc1NC(=O)COC(=O)CN1C(=O)NC(C)(C)C1=O	-1.4%	-4.7%	.	.	.	i	0.6	.	-8.9%	.
CN(C)c1nn(C(=O)Nc2ccc(Cl)cc2Cl)cc1-c1ccccc1	-7.0%	-1.0%	1	-12.9%	-15.8%	i	0.8	-1.6%	2.1%	-2.0%

A second format for some results above.
The line under a structure holds: M1AAP inhibition	M17LAP inhibition	TNAP activation fold	human PMI inhibitors	human PMI inhibition	Myeloid diff MLP	Myeloid diff MLP GFP+ MAC1+ %	ER stress rescue	LYP inhibition	XIAP displacement
> CCc1ccc(NC(=S)NC(=O)CC(C)C)cc1
 : -0.2%	-2.1%	1	13.8%	13.2%	i	0.2	-4.3%	-0.9%	-6.1%
> COc1ccc(N2CCN(Cc3nc4ccccc4c(=O)[nH]3)CC2)cc1
 : 5.8%	8.2%	1	10.9%	10.2%	i	3.9	2.1%	0.4%	-2.8%
> CC(=O)Nc1nc(C)cs1
 : -2.0%	1.7%	1.2	-8.7%	-11.9%	i	0.5	-0.4%	-6.4%	-1.9%
> Cc1ccccc1-n1nc(C)c2cc(C(=O)N3CCOCC3)sc21
 : -1.5%	-5.7%	1.1	-4.2%	-3.4%	i	5.1	2.7%	-8.3%	-1.2%
> Cc1ccc(NC(=S)Nc2nc(CC(=O)Nc3ccccc3)cs2)cc1
 : 11.5%	13.1%	1.1	6.7%	0.4%	i	1.3	-0.2%	8.3%	-0.9%
> CC(C)c1cc(C(=O)O)c2cnn(C(C)C)c2n1
 : 2.2%	-2.9%	.	.	.	i	0.2	.	-5.8%	.
> COc1ccc(C(=O)/C=C/C(=O)N(CC(=O)NCCC(C)C)Cc2cccs2)c(O)c1
 : 1.5%	20.3%	1.1	14.7%	18.0%	i	0.3	0.4%	0.1%	-10.4%
> O=C(/C=C/c1ccccc1)N/C(=C/c1ccccc1)C(=O)N1CCOCC1
 : 0.1%	22.9%	1	10.6%	11.7%	i	0.4	-1.7%	1.0%	-7.5%
